Screens as filed in PubChem.
MEP2 TOR yeast = modulators of TOR pathway MEP2-GFP in S. cerevisiae; S. cerevisiae MEP2-GFP strain, flow cytometry GFP, 3 h; 100% = DMSO control level; GFP response vs DMSO, % at 10 µM; 0.51% of 330,000 active; AID 2016;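 active means GFP response versus DMSO above a set limit, roughly screen mean plus 3 SD, cut at about 180% in these data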;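 further: median GFP fluorescence of the barcode-gated MEP2-GFP cells per well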
proCasp3 act = activates human procaspase-3. P42574. recombinant procaspase-3 D3A, Ac-DEVD-pNA absorbance 405 nm. activation, % at 8.5 µM. 0.11% of 330,000 active. AID 463141;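 active means activation above the mean of all tested compounds plus 3 SD, cut at about 21% in these data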;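 further: 0% = DMSO alone and 100% = DMSO wells spiked with extra 5 µM PC-3 D3A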
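Assay system: Autoprocessing-dead procaspase-3 D3A mutant enzyme; also added: Ac-DEVD-pNA; doses: one concentration, 8.5 µM nominal, 0.8% DMSO; times: 1 h compound preincubation, 2 h substrate hydrolysis at 25 °C; technique: 405 nm absorbance of p-nitroaniline, reads at 0 and 120 min; measure: % activation between DMSO and enzyme-spiked controls; repeats: single replicate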
RPL19A-GFP yeast = modulators of TOR pathway RPL19A-GFP in S. cerevisiae | S. cerevisiae RPL19A-GFP strain, flow cytometry, 3 h; hits give low values | AID 2025 | 0.3% of 330,000 active | percent response vs DMSO, % at 10 µM;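 active means percent response vs DMSO below 50%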;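 further: median channel GFP fluorescence of the barcoded RPL19A-GFP strain; ratio of sample median GFP to plate DMSO average so 100% = DMSO; lower means less RPL19A-GFP as with rapamycin TOR inhibition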
LAP4-GFP MLPCN = modulators of TOR pathway LAP4-GFP in S. cerevisiae. GFP response vs DMSO, % at 10 µM. 0.34% of 320,000 active. S. cerevisiae LAP4-GFP multiplex, flow cytometry GFP, 3 h; median GFP as percent of DMSO wells. AID 2023;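 active means GFP response vs DMSO above a set limit, about the screen mean plus 3 SD, cut at about 150% in these data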
AHR activator = activators of human aryl hydrocarbon receptor | activation, % at 5 µM | AHR-responsive luciferase reporter cells, luminescence | 2.5% of 320,000 active; in the data active means activation above about 47%;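 further: 0% = vehicle wells and 100% = reference agonist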
EBNA-1 inh = blocks EBNA-1 binding to DNA; 0.34% of 300,000 active; inhibition, % at 14.8 µM; EBNA-1 DNA binding, fluorescence polarization; in the data active means inhibition above about 28%
ZTA counter = counter-screen for EBNA-1 inhibitors: inhibitors of Epstein-Barr virus ZTA; P03206; ZTA-DNA binding, fluorescence polarization; inhibition, % at 11 µM; 0.15% of 320,000 active; AID 2234; in the data active means inhibition above about 33%
procasp7 counter = counter-screen for procaspase-3 activators: activators of human procaspase-7; recombinant procaspase-7, Ac-DEVD-pNA absorbance 405 nm; D23A/D198A/D206A triple mutant, cannot self-cleave; scale: DMSO 0, 5 µM enzyme 100; activation, % at 8.5 µM; P55210; 0.093% of 330,000 active;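 active means percent activation above the screen-wide mean plus 3 SD, cut at about 25% in these data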
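Test system: Procaspase-7 triple mutant (PC-7 D3A). Also added: Ac-DEVD-pNA substrate, 400 µM as added. Schedule: 1 h enzyme–compound preincubation and 2 h substrate reaction, both 25 °C. Signal: p-Nitroaniline absorbance at 405 nm, read at 0 and 120 min. Control set: low DMSO alone, high DMSO plus 5 µM PC-7.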
The depositor's hits bear a star; . = no result given; [ ] = another dose, or the depositor's remark.

#1 COc1ccc(-c2nnc(SCC(=O)N3CCCCC3)o2)c(OC)c1
#2 O=C(/C=C/Nc1ccc(F)cc1)c1cccs1
#3 Cc1ccc(S(=O)(=O)Nc2ccc(S(=O)(=O)N3CCCC3)cc2)cc1
#4 O=C(Oc1ccc(Cl)cc1)N1CCOCC1
#5 CC1(c2nnc(-c3ccc(Cl)cc3)o2)CC(c2c(Cl)cccc2Cl)=NO1 (stereo not given)
#6 CCCNC(=S)Nc1ccccc1
#7 COc1ccc(/C=C(\NC(=O)c2ccccc2)C(=O)NC2CCS(=O)(=O)C2)cc1 (stereo not given)
#8 CC[C@@]1(C(=O)OC)N[C@H](CN(C)C(=O)COc2ccccc2)[C@@H]2C(=O)N(C)C(=O)[C@@H]21

Screen / compound no.	1	2	3	4	5	6	7	8
MEP2 TOR yeast	106	94	110	114	106	104	108	103
proCasp3 act	1	2	-6	-10	0	6	13	-3
RPL19A-GFP yeast	96	91	107	105	106	104	109	100
LAP4-GFP MLPCN	96	88	106	99	102	97	103	109
AHR activator	13	23	1	0	28	0	3	0
EBNA-1 inh	4	-7	-8	-4	-4	-7	0	.
ZTA counter	3	-14	0	-3	12	-10	-5	.
procasp7 counter	16	-6	6	-7	8	4	-6	5

Excerpt: compounds 1 to 2
#1 COc1ccc(-c2nnc(SCC(=O)N3CCCCC3)o2)c(OC)c1
#2 O=C(/C=C/Nc1ccc(F)cc1)c1cccs1

Screen / compound no.	1	2
MEP2 TOR yeast	106	94
proCasp3 act	1	2
RPL19A-GFP yeast	96	91
LAP4-GFP MLPCN	96	88
AHR activator	13	23
EBNA-1 inh	4	-7
ZTA counter	3	-14
procasp7 counter	16	-6

Next section.
#9 COc1ccc(CCNS(=O)(=O)c2cccc3nsnc23)cc1OC
#10 O=S(=O)(NCC(O)COCc1ccco1)c1cccs1 (stereo not given)
#11 COc1ccc(CCC(C)Nc2ccccc2F)cc1 (stereo not given)
#12 COc1ccc(CN2[C@@H](CC(=O)O)c3cc(C(F)(F)F)ccc3S2(=O)=O)cc1
#13 NC1(C#Cc2ccc3oc(=O)c(-n4cc(C5(O)CCCCC5)nn4)cc3c2)CCCCC1
#14 COCCCn1c(N)c(-c2nc3ccccc3n2C)c2nc3ccccc3nc21
#15 CCCS(=O)(=O)N1CCCC(C(=O)NCC2CCCO2)C1 (stereo not given)
#16 CC(C)(C)NS(=O)(=O)c1ccc(CCC(=O)Nc2cc(Cl)ccc2Oc2ccccc2)cc1

Screen / compound no.	9	10	11	12	13	14	15	16
MEP2 TOR yeast	105	90	90	106	99	154[may fluoresce violet]	101	102
proCasp3 act	1	-10	-2	6	5	-17	1	-9
RPL19A-GFP yeast	105	93	93	101	98	.	91	99
LAP4-GFP MLPCN	100	84	114	99	99	99[may fluoresce violet]	90	123
AHR activator	0	-1	4	3	2	-2	1	3
EBNA-1 inh	0	-17	-3	-4	.	-12	6	-9
ZTA counter	0	-8	-1	-26	.	-10	-1	-10
procasp7 counter	2	-9	-3	-3	0	-19	6	13

A second format for ten compounds above.
item	Structure	MEP2 TOR yeast	proCasp3 act	RPL19A-GFP yeast	LAP4-GFP MLPCN	AHR activator	EBNA-1 inh	ZTA counter	procasp7 counter
4	O=C(Oc1ccc(Cl)cc1)N1CCOCC1	114	-10	105	99	0	-4	-3	-7
5	CC1(c2nnc(-c3ccc(Cl)cc3)o2)CC(c2c(Cl)cccc2Cl)=NO1 (stereo not given)	106	0	106	102	28	-4	12	8
6	CCCNC(=S)Nc1ccccc1	104	6	104	97	0	-7	-10	4
7	COc1ccc(/C=C(\NC(=O)c2ccccc2)C(=O)NC2CCS(=O)(=O)C2)cc1 (stereo not given)	108	13	109	103	3	0	-5	-6
8	CC[C@@]1(C(=O)OC)N[C@H](CN(C)C(=O)COc2ccccc2)[C@@H]2C(=O)N(C)C(=O)[C@@H]21	103	-3	100	109	0	.	.	5
9	COc1ccc(CCNS(=O)(=O)c2cccc3nsnc23)cc1OC	105	1	105	100	0	0	0	2
10	O=S(=O)(NCC(O)COCc1ccco1)c1cccs1 (stereo not given)	90	-10	93	84	-1	-17	-8	-9
11	COc1ccc(CCC(C)Nc2ccccc2F)cc1 (stereo not given)	90	-2	93	114	4	-3	-1	-3
12	COc1ccc(CN2[C@@H](CC(=O)O)c3cc(C(F)(F)F)ccc3S2(=O)=O)cc1	106	6	101	99	3	-4	-26	-3
13	NC1(C#Cc2ccc3oc(=O)c(-n4cc(C5(O)CCCCC5)nn4)cc3c2)CCCCC1	99	5	98	99	2	.	.	0

(more compounds)
#17 Cc1cc(C)cc(C(=O)NCC(=O)NCCc2c[nH]c3ccccc23)c1
#18 CCOc1ccc(-c2cccc(NS(=O)(=O)c3ccc([N+](=O)[O-])cc3)c2)nn1
#19 CC1(C)Cc2c(C#N)c(NCCN3CCOCC3)nc(-c3ccccc3)c2CO1
#20 CC(C)(C)n1nc2c(c1NC(=O)COc1ccc3ccccc3c1)CS(=O)C2 (stereo not given)
#21 CC(=O)CC1=NC(C)(C)Cc2ccccc21
#22 Cc1c(NC(=O)C(C)OC(=O)c2ccc(NC(=O)CC#N)cc2)c(=O)n(-c2ccccc2)n1C (stereo not given)
#23 Cc1cc(N/N=C/c2cccc(Cl)c2)nc(-n2nc(C)cc2C)n1
#24 CCCc1nc2c(sc3nc4c(cc32)COC(C)(C)C4)c(=O)n1CCN(C)C

Screen / compound no.	17	18	19	20	21	22	23	24
MEP2 TOR yeast	100	99	99	111	97	97	101	100
proCasp3 act	5	5	2	-9	-4	0	-2	-3
RPL19A-GFP yeast	103	93	101	103	100	94	98	92
LAP4-GFP MLPCN	92	100	110	104	119	121	146	101
AHR activator	21	2	-1	1	-3	-2	13	0
EBNA-1 inh	3	3	1	11	17	5	-1	-5
ZTA counter	-10	0	-18	-4	10	-3	-10	-31
procasp7 counter	4	-1	8	2	1	-5	3	-2

#25 Cc1cc(NC(=O)CSc2ccc3nnc(CCNC(=O)c4ccccc4)n3n2)no1
#26 COc1ccccc1/C=C/c1onc(C)c1S(=O)(=O)N1CCC(C(=O)NC(C)C)CC1
#27 CN1C(=O)C(/C(N)=N/NC(=O)c2ccccc2)C2CC1(C)Oc1ccccc12 (stereo not given)
#28 CCCN(C(=O)c1cnccn1)c1c(N)n(Cc2ccccc2)c(=O)[nH]c1=O
#29 COc1cc(/C=C(/NC(=O)c2ccccc2)C(=O)Nc2ccc(O)cc2)c([N+](=O)[O-])cc1OC
#30 CC(=O)N1c2ccc(S(=O)(=O)NCCc3ccc(S(N)(=O)=O)cc3)cc2CC1C (stereo not given)
#31 CC(=O)c1ccc(OC(C)C(=O)Nc2cccc(S(=O)(=O)NCc3ccco3)c2)cc1 (stereo not given)
#32 O=C(c1ccccc1)c1cc(F)c(N2CCOCC2)cc1Cl

Screen / compound no.	25	26	27	28	29	30	31	32
MEP2 TOR yeast	113	100	103	105	103	110	145	98
proCasp3 act	-7	-5	-1	5	2	-8	3	9
RPL19A-GFP yeast	102	100	113	100	103	98	85	98
LAP4-GFP MLPCN	107	92	108	107	100	92	139	108
AHR activator	-1	0	2	0	8	3	1	0
EBNA-1 inh	-9	-4	11	.	-12	-19	.	-4
ZTA counter	-4	-18	-4	4	-21	2	.	12
procasp7 counter	-4	4	-2	7	1	8	-2	4

#33 NC(=O)c1cc[n+](CC2=C(C(=O)O)N3C(=O)[C@@H](NC(=O)C(c4ccccc4)S(=O)(=O)[O-])[C@H]3SC2)cc1 (stereo not given in full)
#34 COCCN(C(=O)CSc1nnc(-c2cccc(F)c2)n1N)c1c(N)n(Cc2ccccc2)c(=O)[nH]c1=O
#35 C=CCn1c(SC)nnc1C1COc2ccccc2O1 (stereo not given)
#36 CCOC(=O)C1CCN(C(=O)CCc2ccc(S(=O)(=O)NCC(C)C)cc2)CC1
#37 COc1ccc(-n2[nH]c(C)cc2=O)cc1
#38 COC(=O)c1ccccc1NC(=O)CSc1nnc(-c2ccc(OC)cc2)n1C
#39 O=C(NNC1=NCCC1)c1cccc(S(=O)(=O)N2CCOCC2)c1
#40 Cc1csc2c(C#N)c(=O)c3c(n12)CCC3

Screen / compound no.	33	34	35	36	37	38	39	40
MEP2 TOR yeast	93	101	95	94	101	97	101	103
proCasp3 act	-13	8	-7	-2	-2	-3	-3	5
RPL19A-GFP yeast	100	95	95	100	95	104	102	96
LAP4-GFP MLPCN	104	102	92	91	127	95	95	103
AHR activator	-3	-2	1	-2	9	0	0	0
EBNA-1 inh	6	-19	10	-6	-2	-16	-6	-2
ZTA counter	35*	-9	6	-10	19	6	-16	-10
procasp7 counter	-23	6	4	-5	3	7	8	12

#41 CCOC(=O)Cn1cc(/C=N/NC(=O)c2cc3ccccc3o2)c2ccccc21
#42 COc1nc(Cl)cn(-c2ccc(Cl)cc2)c1=O
#43 CCCCN1C(=O)C(NC(=O)CC(C)C)(C(F)(F)F)C2=C1CC(C)(C)CC2=O (stereo not given)
#44 O=Cc1cn(CCC(=O)O)nc1-c1cccc2ccccc12
#45 CCC(C)(C)NC(=O)CN(CC1CCCO1)C(=O)CCC(=O)Nc1nccs1 (stereo not given)
#46 O=C(c1ccc(CN2CCc3ccccc3C2)cc1)N1CCCCC1
#47 CSc1ccccc1NC(=O)COc1ccc(Cl)cc1Cl
#48 O=C(/C=C/c1ccco1)N(Cc1ccccc1)C1CCS(=O)(=O)C1 (stereo not given)

Screen / compound no.	41	42	43	44	45	46	47	48
MEP2 TOR yeast	111	108	102	103	102	100	106	107
proCasp3 act	-8	7	7	1	-1	-3	3	-5
RPL19A-GFP yeast	103	104	98	100	103	102	106	103
LAP4-GFP MLPCN	.	98	102	105	111	103	106	105
AHR activator	2	-1	-4	-1	0	11	2	-1
EBNA-1 inh	-14	-1	2	-1	-5	-4	2	1
ZTA counter	-2	-10	-7	-12	-8	5	-18	-14
procasp7 counter	6	0	13	-5	1	-1	1	-4

#49 COCCN(CCOC)c1nc(S(=O)(=O)c2ccc(C)cc2)c(Cl)s1
#50 CSCC[C@H](NC(=O)C1CCCC1)c1nc2ccccc2[nH]1
#51 CC(NC(=O)C1CCCN(S(=O)(=O)c2cnc[nH]2)C1)c1ccccc1 (stereo not given)
#52 CN1C(=O)N(c2ccccc2)C(Nc2nncs2)C1(C)C (stereo not given)
#53 O=C(CSc1ncccn1)NCc1ccccc1
#54 Cc1c(Cl)cccc1NC(=O)N1CCCN(c2nc(-c3ccccc3)ns2)CC1
#55 Cc1ccc(Cn2cc(/C=N/NC(=O)Cc3nnc(NC(=O)c4ccc(C)cc4)s3)c3ccccc32)cc1
#56 C=CCC[C@@H](Cc1ccc(F)cc1)C(=O)OC[C@H](C)NC(=O)[C@@H](CC=C)CC(=O)N(CCO)Cc1ccccc1

Screen / compound no.	49	50	51	52	53	54	55	56
MEP2 TOR yeast	104	108	98	95	92	99	102	101
proCasp3 act	-7	2	-4	7	3	2	3	-3
RPL19A-GFP yeast	92	100	105	97	97	98	103	101
LAP4-GFP MLPCN	100	105	101	97	.	97	106	111
AHR activator	0	2	0	-2	7	-2	2	-1
EBNA-1 inh	4	-4	5	6	-12	2	17	.
ZTA counter	0	-11	-4	20	4	-12	6	.
procasp7 counter	3	-2	-5	4	-10	5	-4	7

#57 O=C(Nc1ccc(Cl)cc1)Nc1nc(-c2ccccc2O)cs1
#58 COc1ccc(-c2nsc(SCC(=O)Nc3ccc4c(c3)OCO4)n2)cc1
#59 Cc1ccc(S(=O)(=O)N2CCN(CCc3ccccc3)CC2)c(C)c1
#60 COc1ccc(/C=C(\CC(=O)O)c2nc3ccccc3o2)cc1

Screen / compound no.	57	58	59	60
MEP2 TOR yeast	103	101	108	106
proCasp3 act	-2	2	-6	-1
RPL19A-GFP yeast	103	107	101	103
LAP4-GFP MLPCN	92	90	100	99
AHR activator	-1	-10	-1	8
EBNA-1 inh	-2	10	0	-2
ZTA counter	-3	8	-12	-19
procasp7 counter	13	12	11	3
